# b-catenin transl = modulators of beta-catenin nuclear translocation; 190,000 tested, 0.3% active; HeLa beta-catenin nuclear translocation, immunofluorescence imaging; nuclear translocation activity, % at 5 µM; AID 1665;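 active means nuclear translocation activity above 50% at 5 µM, with a well cell count of 50 or more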;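 further: per-cell ratio of nuclear to cytoplasmic median beta-catenin stain intensity; plate controls were DMSO negative control for no effect and GSK-3 inhibitor IX positive control for full effect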
#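 Test system: human HeLa cells, endogenous beta-catenin. Times: 24 h compound exposure, 37°C. Measured by: beta-catenin immunofluorescence imaging with DAPI.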
# Ins promoter up = MIN6 insulin promoter up-regulation; MIN6 insulin promoter-GFP reporter, high-content imaging; hits give high values; z-score at 5 µM; 190,000 tested, 0.3% active;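 active means z-score above 3 at 5 µM with at least 500 cells counted in the well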
# Autophagy mod = modulators of autophagy | AID 463193 | 190,000 tested, 0.98% active | calls only at 10 µM (by protocol) | MEF GFP-LC3 puncta imaging; test concentration mostly 10 µM;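 active means percentage of spot-positive cells more than 3 SD above its plate mean, without a fluorescence outlier flag or 80% toxicity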;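 further: spot-positive cell cutoff set from DMSO-treated cells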
# Dynein cargo inh = dynein cargo transport inhibition. 3617.4 mouse cells, GR-EGFP nuclear translocation imaging; test concentration mostly 20 µM; stimulated with dexamethasone, 1 µM; hits give low values. z-score, hits read low. 220,000 tested, 0.47% active. AID 1381;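 active means plate z-score of nuclear minus cytoplasmic receptor signal below a set negative limit, without overly bright fluorescence or cell loss, cut at about -3.5 in these data, passing the limit was not always enough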;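 further: z-score of nuclear minus cytoplasmic ring GR-EGFP intensity difference per well; some compounds called inactive have numbers as strong as hits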
#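 Also added – dexamethasone, 1.0 µM final · Buffer or medium – tet-free, stripped-serum medium · Schedule – induction 48 h, compound 1 h, agonist 30 min · Detection – formaldehyde fixation, Hoechst nuclear stain, 10x automated fluorescence imaging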
# UTI89 phage lysis = protection from phage-mediated lysis, alamar blue read-out – E. coli UTI89, K1F phage, bacterial capsule biogenesis inhibitors (AID 488966). E. coli UTI89 K1F phage lysis, alamar blue, 2 h; higher % means a stronger effect. 340,000 tested, 0.02% active. inhibition, % at 100 µM; hits with a dose series show IC50 in µM;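 active means phage lysis inhibition, versus mean bacterial control, above a set limit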;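 further: capsule biogenesis inhibitors block K1F phage lysis so surviving cells raise fluorescence; higher fluorescence means more inhibition of phage lysis; actives were called in the ten point dose series up to 300 µM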
# M17LAP inhibition = P. falciparum M17LAP inhibitors, primary screen, biochemical, fluorogenic H-Leu-NHMec substrate, 1536-well (AID 1619); 220,000 tested, 0.38% active; inhibition, % at 30 µM; hits with a dose series show IC50 in µM; recombinant M17LAP, H-Leu-NHMec fluorogenic kinetic assay; higher % means a stronger effect;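 active means compound inhibiting the enzyme by more than half at any dose during confirmatory dose-response retesting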;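 further: plate controls were full reaction with DMSO carrier for no effect and no enzyme background for full effect; strong numbers were not always called active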
# CSM14.1 death rescue = protection against thapsigargin-triggered cell killing – 384-well, CSM14.1, ATP luminescence, primary screen (AID 1222); CSM14.1 thapsigargin-induced death rescue, ATP luminescence; higher % means a stronger effect; cellular ATP content (survival), % at 20 µM; hits with a dose series show EC50 in µM; 190,000 tested, under 10 active;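 active means EC50 below 50 µM in the dose-response confirmation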;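 further: death triggered by thapsigargin at about 15 µM added after 2 h compound pretreatment; cell ATP read after overnight thapsigargin exposure of roughly 18 to 22 hours; normalized against plate controls of thapsigargin alone and 5% DMSO vehicle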
# MT stabilizer = stabilizes microtubules in HeLa cells; HeLa tubulin immunostaining HCS, 24 h; share of cells brighter than vehicle mean+2SD; % tubulin-high responders, % at 10 µM; 200,000 tested, 0.83% active; AID 2205;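 active means plate Z-score above 3 for both tubulin-high and condensed-nucleus cell shares, with cell loss under 80%, at 10 µM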;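 further: anti alpha tubulin signal scored within the nucleus-defined area of each cell; some results filed as inactive read as strong as hits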
# M1AAP inhibition = P. falciparum M1AAP inhibitors, biochemical, fluorogenic H-Leu-NHMec substrate, 1536-well (AID 1445); recombinant M1AAP, H-Leu-NHMec fluorogenic kinetic assay; higher % means a stronger effect; inhibition, % at 30 µM, or IC50 in µM where a hit was titrated; 220,000 tested, 0.42% active;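 active means primary inhibition above the hit cutoff, then over 50% inhibition at one or more dose response concentrations, cut at about 23% in these data, passing the limit was not always enough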;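 further: plate controls were DMSO full reaction for no effect and no enzyme background for full effect; strong numbers were not always called active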
# Dynein cargo inh cytoplasmic EGFP = further read-out of Dynein cargo inh, marked with its call; z-score; measured here: cytoplasmic GR-EGFP intensity; hits give high values
# Dynein cargo inh nuclear GR-EGFP = further read-out of Dynein cargo inh, marked with its call; z-score; measured here: nuclear GR-EGFP intensity;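 lower value marks the stronger effect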
# Dynein cargo inh cell count = further read-out of Dynein cargo inh, marked with its call; z-score; measured here: cell count per field
# Ins promoter up cell count = second read-out of Ins promoter up, no call of its own (marks repeat the call); cell count; measured here: cytotoxicity, nuclei count;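 total cells summed across four imaged fields per well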
# b-catenin transl cell count 5 µM = recorded beside b-catenin transl, whose call it bears; cell count; measured here: cell count, cytotoxicity flag
# MT stabilizer Hoechst-high % = recorded beside MT stabilizer, whose call it bears; % Hoechst-high responders; measured here: nuclear condensation Hoechst responders;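 share of cells brighter than vehicle mean plus two SD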
# MT stabilizer cytotoxicity % = further read-out of MT stabilizer, marked with its call; toxicity, %; measured here: cytotoxicity by cell density;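 0% = mean cell density of plate MIN control wells and 100% = no cells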
# Autophagy mod cell loss 18 h = second read-out of Autophagy mod, no call of its own (marks repeat the call); toxicity, %; measured here: cell loss, nuclei count;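 cell loss after 18 h compound exposure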
# * = called active by the depositor; i = inactive; · = not tested or not shown; [ ] = dose if it differs, or a comment.
SMILES,b-catenin transl,b-catenin transl cell count 5 µM,Ins promoter up,Ins promoter up cell count,Autophagy mod,Autophagy mod cell loss 18 h,Dynein cargo inh,Dynein cargo inh cytoplasmic EGFP,Dynein cargo inh nuclear GR-EGFP,Dynein cargo inh cell count,UTI89 phage lysis,M17LAP inhibition,CSM14.1 death rescue,MT stabilizer,MT stabilizer Hoechst-high %,MT stabilizer cytotoxicity %,M1AAP inhibition
CCOC(=O)CN(c1ccccn1)S(=O)(=O)c1ccc(OC)cc1,-0.2,1036,-0.55,1474,i,13,0.98,-0.31,0.61,0.14,-1.7%,-5%,-0.3%,2.7,2.1,2.9,6%
CC(C)N1CC(C(=O)O)CC1=O (stereo unspecified),·,·,·,·,i,-2,-0.96,-0.2,-0.25,0.19,0.1%,-1%,-0.3%,3.2,2.4,8.2,-6%
O=C(Cn1cnc([N+](=O)[O-])n1)N/N=C/c1cccc2ccccc12,4.3,996,-0.17,1268,i,3,-1.1,-0.28,-0.59,0.5,-0.3%,5%,-0.8%,4.1,2.7,12,8%
Cc1ccc(C(=O)NC2(O)C(=O)c3ccccc3C2=O)cc1C,-0.2,1318,-0.97,1069,·,·,-0.38,-0.23,0.28,0.25,-1.3%,0%,·,·,·,·,7%
O=C(COc1ccc(S(=O)(=O)N2CCCC2)cc1Cl)NC1CC1,-1.2,1036,0.8,1776,i,-10,0.45,-0.17,0.81,-0.048,3.2%,-3%,-0.5%,2.9,1.9,7.5,2%
O=S(=O)(NC1CCN(Cc2ccccc2)CC1)c1cccc(S(=O)(=O)N2CCOCC2)c1,-1.1,1050,0.43,1624,i,-3,-1.1,-0.12,-0.92,-0.0033,3.9%,5%,0.1%,3.1,2.0,7.8,2%
Cc1nc(N)sc1N=Nc1ccc(F)cc1,·,·,-0.77,813,i,-7,-0.45,-0.26,-0.18,1.3,0.5%,13%,-1.2%,3.0,0.8,3.8,3%
Cn1c(=O)cc(C(=O)N/N=C/c2ccc(F)cc2)[nH]c1=O,-0.1,1383,-0.01,990,·,·,0.58,-0.15,0.4,0.021,-0.1%,6%,·,·,·,·,5%
Cc1cc(C(=O)N/N=C/c2cccs2)n[nH]1,-0.6,1161,0.37,1316,i,-3,0.37,-0.34,-0.005,-0.21,·,6%,-0.7%,3.7,1.2,2.3,7%
O=S(=O)(Nc1ccccc1N1CCCCC1)c1cccs1,-2.3,1171,0.24,1491,·,·,-0.62,-0.26,-0.51,0.78,-0.2%,-1%,·,·,·,·,-1%

# Copied from the list.
# Result for O=C(Cn1cnc([N+](=O)[O-])n1)N/N=C/c1cccc2ccccc12 under Dynein cargo inh cell count: 0.5
# Result for O=S(=O)(Nc1ccccc1N1CCCCC1)c1cccs1 under Dynein cargo inh cytoplasmic EGFP: -0.26

# (next part)
SMILES,b-catenin transl,b-catenin transl cell count 5 µM,Ins promoter up,Ins promoter up cell count,Autophagy mod,Autophagy mod cell loss 18 h,Dynein cargo inh,Dynein cargo inh cytoplasmic EGFP,Dynein cargo inh nuclear GR-EGFP,Dynein cargo inh cell count,UTI89 phage lysis,M17LAP inhibition,CSM14.1 death rescue,MT stabilizer,MT stabilizer Hoechst-high %,MT stabilizer cytotoxicity %,M1AAP inhibition
CCc1ccc(NC(=O)COC(=O)CN2C(=O)COc3ccccc32)cc1,-8.3,1187,-0.1,764,i,28,0.43,-0.076,0.68,0.7,3.4%,9%,-2.3%,3.1,1.5,5.9,0%
Cc1ccnc(NC(NC(=O)C(C)C)(C(F)(F)F)C(F)(F)F)c1,-0.2,521,0.33,1252,i,26,-0.19,-0.34,0.93,0.47,9.6%,0%,-2.7%,3.6,3.4,1.8,5%
CCS(=O)(=O)N1CCC(NC(=O)c2ccco2)CC1,0.7,664,0.51,1099,i,2,0.27,-0.21,0.31,-0.35,0.5%,2%,-1.9%,5.9,2.8,10,6%
O=C(CCS(=O)(=O)c1ccc(Br)cc1)Nc1ccc(Br)cc1F,-2.4,543,-0.57,1274,i,1,0.22,-0.24,-0.075,-0.39,4.6%,2%,5.4%,3.5,3.6,9.9,9%
Nc1nc(NCc2ccccc2)nc(NCc2ccccc2)c1[N+](=O)[O-],-1.1,602,-1.1,1310,i,5,0.011,-0.24,0.032,0.93,1.0%[50 µM],-8%,2.0%,1.5,1.5,6.4,0%
COc1cc(Cl)c(CC(=O)c2c[nH]c3ccccc23)cc1OC,-4.2,1129,-0.11,1393,·,·,0.39,-0.18,0.22,-0.61,-0.1%,-1%,·,·,·,·,-6%
CCC(CC)C(=O)Nc1ccc(C)cc1O,-0.5,1122,-0.08,1348,i,-15,0.5,-0.27,0.6,-0.13,-0.9%,-1%,0.8%,1.5,1.0,0.3,4%
CC1=C(C(=O)Nc2cc(-c3cccc(F)c3)[nH]n2)C2(CCCCC2)OC1=O,0.0,1141,0.74,1930,i,9,-1,-0.19,-0.2,-0.013,-3.6%,-4%,·,6.0,3.1,9.2,3%
CC(=O)NC(Cc1cc(C)ccc1C)C(=O)N1CCN(C(=O)c2ccccc2Br)CC1 (stereo unspecified),-1.6,1046,0.01,1622,i,-7,-0.52,-0.37,-0.053,0.93,-0.1%,0%,-0.7%,1.5,0.8,3.6,4%
Cc1ccc(NC(=S)N(CCN2CCOCC2)Cc2ccccc2F)cc1,1.6,1101,-0.25,1300,i,20,1.7,-0.24,0.48,0.092,0.1%,4%,0.0%,4.8,2.3,12,9%
CC(=O)NNc1nc(-c2ccccc2)c2cc(Br)ccc2n1,0.3,1000,0.03,1627,i,-27,0.14,-0.21,-0.12,0.3,0.3%,1%,-3.3%,3.9,1.1,2.6,-7%
CCC(C(=O)Nc1ccsc1C(=O)OC)c1ccccc1 (stereo unspecified),0.6,1533,-0.24,1381,i,4,-0.1,-0.31,0.41,-0.17,-0.1%,-2%,1.9%,3.5,1.8,8.9,2%
COc1cc(-c2ccc(Nc3ccccc3C(=O)O)c(OC)c2)ccc1Nc1ccccc1C(=O)O,1.1,1295,-0.16,1031,·,·,-0.53,-0.19,0.14,0.73,0.1%,54%,·,·,·,·,19%
COCCN1C(=O)/C(=C/c2ccc(Oc3ccc([N+](=O)[O-])cn3)c(OC)c2)SC1=Nc1ccccc1,-0.1,1086,-0.01,1095,i,-5,-0.0042,-0.045,0.2,0.66,0.1%,3%,0.7%,3.0,2.8,6.8,3%
COC(=O)CC(c1ccc(C#N)cc1)n1c(C)ccc1C (stereo unspecified),-1.9,1003,-0.41,1514,i,10,-1,-0.25,-0.61,0.46,0.6%,-2%,0.2%,5.7,2.0,3.5,3%
CCCOc1ccccc1C1CC(=O)NC2=C1C(=O)CCC2 (stereo unspecified),97*,856*,-1.1,1275,i,14,-0.12,-0.21,0.11,0.004,0.1%,-4%,-1.9%,55,15,82,-6%
CN(c1ccccc1)C(c1ccc(F)cc1)c1nnnn1CC1CCCO1 (stereo unspecified),-0.4,1079,·,·,i,-2,0.31,0.17,0.61,1.3,0.0%,-2%,-0.1%,2.5,3.0,17,-3%
Cc1ccc(S(=O)(=O)N2CCN(C(=O)C3=COCCO3)CC2)cc1C,·,·,-0.5,971,i,16,-0.6,-0.077,-0.32,2.3,0.3%,-3%,-0.8%,3.3,2.5,9.0,1%
CC(=O)NNc1cc(=O)c2c(=O)n(C)c(=O)n(C)c2[nH]1,0.1,1430,0.29,1582,i,-22,-0.39,-0.21,0.19,0.11,-1.6%,-1%,-3.2%,3.3,1.7,9.5,3%
CC1(C(=O)O)Cc2ccccc2C(=O)O1 (stereo unspecified),·,·,·,·,i,6,-0.42,-0.28,-0.28,1,-0.8%,5%,-0.7%,2.4,1.7,5.3,4%
Cc1nc2sc3c(c2c(=O)[nH]1)CCC3,-6.0,1130,-0.01,1055,i,-6,-0.32,-0.2,0.36,0.5,0.2%,9%,-0.5%,5.5,0.8,6.4,4%
c1cc2c(cc1C1=Nn3c(nnc3C3CCCCC3)SC1)OCO2,·,·,-0.58,929,i,15,1.7,-0.081,1.1,-0.79,1.1%,-10%,-1.0%,1.6,1.1,3.6,7%
O=C(Cn1cc(C(=O)C(F)(F)F)c2cc(Br)ccc21)N1CCOCC1,-0.9,1104,-0.13,1605,i,5,0.74,-0.17,0.18,0.00056,0.2%,-1%,-1.4%,6.3,1.2,9.2,7%
O=C(COc1ccc(F)c(Cl)c1)c1ccc[nH]1,-3.2,1030,0.12,1115,i,7,0.17,-0.3,0.25,-0.18,1.3%,-3%,0.0%,4.7,1.8,7.3,3%
CCOC(=O)c1c(-c2ccc(F)cc2)cn2ccccc12,-0.2,1405,-0.32,950,i,13,1,-0.18,0.33,0.045,-0.2%,-10%,2.4%,1.0,2.0,8.3,0%
N#CC1=C(N)Oc2n[nH]c(-c3cccs3)c2C1c1ccccc1C(=O)O (stereo unspecified),-0.7,1165,0.14,1256,i,0,-0.26,-0.35,-0.19,-0.039,0.4%,27%,-1.3%,5.4,2.3,2.1,13%
O=C(Nc1cnccn1)c1cccnc1,·,·,·,·,i,16,0.74,-0.28,0.02,0.43,5.3%,-5%,-2.7%,4.1,1.8,5.1,-4%
COc1ccc(/C=C/C(=O)C23CC4CC(CC(C4)C2)C3)cc1CN1CCOCC1,5.0,1039,0.68,983,i,30,-2,-0.12,-0.95,0.69,0.7%,1%,-1.8%,6.3,3.5,4.9,-3%
